RGS8-Gao – modulates binding of RGS8 to human Galphao. response (percent of control binding), % at 10 µM. hit rate 0.34% among 220,000. multiplexed bead flow cytometry; actives lie on both sides. AID 1423. P09471; in the data active = response below about 60% or above about 140%; inactive = in between;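 note: Galphao activated as the GDP aluminium fluoride complex binding bead-coupled RGS8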
Target sequence (P09471 whole entry, looked up): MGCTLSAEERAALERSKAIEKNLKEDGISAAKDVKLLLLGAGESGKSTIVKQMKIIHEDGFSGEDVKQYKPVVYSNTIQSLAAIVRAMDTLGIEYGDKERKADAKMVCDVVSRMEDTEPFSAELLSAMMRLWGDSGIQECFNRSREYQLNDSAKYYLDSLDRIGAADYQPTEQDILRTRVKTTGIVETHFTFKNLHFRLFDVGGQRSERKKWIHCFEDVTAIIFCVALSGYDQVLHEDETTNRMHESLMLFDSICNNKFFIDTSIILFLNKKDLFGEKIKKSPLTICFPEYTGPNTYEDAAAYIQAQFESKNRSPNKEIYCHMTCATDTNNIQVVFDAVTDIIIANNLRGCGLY
Mcl1 Bid PPI – disrupts binding of human Mcl-1 to Bid peptide; Q07820; TR-FRET Mcl-1/Bid-Dy647 peptide binding, 1536-well; inhibition, % at 21.7 µM; hit rate 0.97% among 220,000; AID 1021;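 active = compounds that cut the binding signal by more than half at the single screening dose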;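 note: His-tagged Mcl-1 with europium anti-His antibody binding Bid BH3 peptide; 0% = Mcl-1 plus peptide wells and 100% = peptide-only wells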
Target sequence (Q07820 whole entry, looked up): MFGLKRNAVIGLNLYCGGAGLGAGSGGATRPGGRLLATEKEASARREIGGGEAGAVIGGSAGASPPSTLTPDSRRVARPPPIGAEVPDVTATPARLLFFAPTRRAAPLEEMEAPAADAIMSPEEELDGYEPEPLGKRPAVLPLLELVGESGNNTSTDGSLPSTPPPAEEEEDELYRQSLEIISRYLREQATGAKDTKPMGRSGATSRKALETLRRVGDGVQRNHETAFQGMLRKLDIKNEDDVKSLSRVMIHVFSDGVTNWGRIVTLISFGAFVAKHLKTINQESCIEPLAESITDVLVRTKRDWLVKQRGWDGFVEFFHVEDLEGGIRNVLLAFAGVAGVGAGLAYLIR
RGS4-Gao reg – modulates binding of RGS4 to human Galphao. P09471. Multiplexed bead flow cytometry; actives lie on both sides. binding response (% of control), % at 10 µM. hit rate 0.33% among 220,000; in the data active = binding response below about 49% or above about 150%; inactive = in between;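 note: fluorescent Galphao activated with aluminum fluoride binding bead-coupled RGS4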
RGS7-Gao reg – modulates binding of RGS7 to human Galphao; Multiplexed bead flow cytometry; actives lie on both sides; binding response (% of control), % at 10 µM; hit rate 0.35% among 220,000; AID 1439; in the data active = binding response below about 49% or above about 150%; inconclusive = no clear call, values can overlap the other calls; inactive = in between;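 note: fluorescent Galphao held in activated GDP-AlF4 state binding bead-coupled RGS7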
Active calls of the source: *; ? = inconclusive; . = no result given. Not all compounds are listed. The share of hits here may be higher or lower than overall.

RGS8-Gao	Mcl1 Bid PPI	RGS4-Gao reg	RGS7-Gao reg	Structure
103	-88	103	?	N#Cc1c(/N=C/c2cccnc2)sc2c1CCCC2
101	-19	95	?	Cn1c(=O)[nH]c(=O)c2c1nc1n2CC(COc2ccc3ccccc3c2)O1 (stereo not given)
99	-13	99	?	CC(CNS(=O)(=O)c1ccccc1)Sc1nncn1C (stereo not given)
99	-51	107	?	O=C1OCCC/C1=C\c1ccc2c(c1)OCO2
101	-12	102	?	Cc1nc(-c2nnc(SCC(=O)Nc3cc(C(F)(F)F)cc(C(F)(F)F)c3)n2C)cs1
95	-44	92	?	CC(=O)Nc1ccc2c(c1)C(=O)N(c1cccc(C)c1)C2=O
100	-25	97	?	Nc1ccccc1SC1CC(=O)N(c2ccc3c(c2)OCCO3)C1=O (stereo not given)
109	-35	107	?	Cc1ccc(CNC(=O)C2CC(c3ccccc3C(F)(F)F)=NO2)cc1 (stereo not given)
100	-17	99	?	Cc1oc(C(N)=O)cc1COc1ccc(C(N)=O)cc1
102	9	98	?	Cn1nc2c3ccccc3n(Cc3ccc(F)cc3)c2nc1=S
104	-16	107	?	O=C1OC(COc2ccc(Br)cc2)CN1c1ccccc1 (stereo not given)
93	-57	92	?	Cc1ccc(C)c(/C=N/Nc2nc3ccccc3c(=O)n2O)c1
103	-30	105	?	CS(=O)(=O)N1CCN(c2nc3ccc(Cl)cc3s2)CC1
86	-35	97	?	C/C=C/C=C\C(=O)Nc1cccc(C2=NOC3(C2)C[C@@H](C(N)=O)N(C(=O)/C(C)=C/C)C3)c1 (stereo not given in full)
98	-24	101	?	O=C(CN1C(=O)NC2(CCCC2)C1=O)Nc1ccccc1-c1ccccc1
99	-20	97	?	c1ccc(C2=Nn3c(nnc3-c3cccs3)SC2)cc1
97	-3	95	?	O=C1c2ccccc2C(=O)c2[nH]cnc21
101	-52	103	?	CC(C)c1ncc(C(O)c2ccccc2)n1C (stereo not given)
104	-21	103	?	O=C(COC(=O)/C=C/c1cn(-c2ccccc2)nc1-c1ccc2c(c1)OCCO2)NC1CCS(=O)(=O)C1 (stereo not given)
106	61*	107	?	O=C(OCc1cccc(F)c1)c1ccc2c(=O)n3c(nc2c1)CCC3
97	-46	95	?	CCc1ccc2[nH]c(C(=O)Nc3ccc4c(c3)OCO4)cc2c1
98	-29	104	?	CCOC(=O)c1sc(NC(=O)C(CC)Sc2nnc3c4ccccc4n(CC)c3n2)nc1C (stereo not given)
101	-3	102	?	CC(C)(C)C(=O)NNC(=O)c1cc2sccc2s1
98	-25	97	?	CCn1nnnc1SCC(=O)NC1Cc2ccccc2C1
99	-28	91	?	CC(C)(C)c1ccc2c(c1)OC(C(=O)N/N=C\c1ccncc1)CO2 (stereo not given)
104	-19	97	?	COC(=O)N/N=C/c1cccc([N+](=O)[O-])c1
93	-32	90	?	O=C(CN1C(=O)COc2ccc(S(=O)(=O)N3CCCC3)cc21)N1CCCC1
98	-17	98	?	CCOc1ccc2oc(C(=O)OCC(=O)NC(=O)NC)c(C)c2c1
101	1	97	?	CC1CCCN1CC#CC(O)(c1ccccc1)c1ccccc1 (stereo not given)
96	-87	89	?	Cc1ccc(/C(O)=C/c2nc3ccccc3oc2=O)cc1

A different layout for 22 compounds above:
compound	RGS8-Gao	Mcl1 Bid PPI	RGS4-Gao reg	RGS7-Gao reg
CC(=O)Nc1ccc2c(c1)C(=O)N(c1cccc(C)c1)C2=O	95	-44	92	?
Nc1ccccc1SC1CC(=O)N(c2ccc3c(c2)OCCO3)C1=O (stereo not given)	100	-25	97	?
Cc1ccc(CNC(=O)C2CC(c3ccccc3C(F)(F)F)=NO2)cc1 (stereo not given)	109	-35	107	?
Cc1oc(C(N)=O)cc1COc1ccc(C(N)=O)cc1	100	-17	99	?
Cn1nc2c3ccccc3n(Cc3ccc(F)cc3)c2nc1=S	102	9	98	?
O=C1OC(COc2ccc(Br)cc2)CN1c1ccccc1 (stereo not given)	104	-16	107	?
Cc1ccc(C)c(/C=N/Nc2nc3ccccc3c(=O)n2O)c1	93	-57	92	?
CS(=O)(=O)N1CCN(c2nc3ccc(Cl)cc3s2)CC1	103	-30	105	?
C/C=C/C=C\C(=O)Nc1cccc(C2=NOC3(C2)C[C@@H](C(N)=O)N(C(=O)/C(C)=C/C)C3)c1 (stereo not given in full)	86	-35	97	?
O=C(CN1C(=O)NC2(CCCC2)C1=O)Nc1ccccc1-c1ccccc1	98	-24	101	?
c1ccc(C2=Nn3c(nnc3-c3cccs3)SC2)cc1	99	-20	97	?
O=C1c2ccccc2C(=O)c2[nH]cnc21	97	-3	95	?
CC(C)c1ncc(C(O)c2ccccc2)n1C (stereo not given)	101	-52	103	?
O=C(COC(=O)/C=C/c1cn(-c2ccccc2)nc1-c1ccc2c(c1)OCCO2)NC1CCS(=O)(=O)C1 (stereo not given)	104	-21	103	?
O=C(OCc1cccc(F)c1)c1ccc2c(=O)n3c(nc2c1)CCC3	106	61*	107	?
CCc1ccc2[nH]c(C(=O)Nc3ccc4c(c3)OCO4)cc2c1	97	-46	95	?
CCOC(=O)c1sc(NC(=O)C(CC)Sc2nnc3c4ccccc4n(CC)c3n2)nc1C (stereo not given)	98	-29	104	?
CC(C)(C)C(=O)NNC(=O)c1cc2sccc2s1	101	-3	102	?
CCn1nnnc1SCC(=O)NC1Cc2ccccc2C1	98	-25	97	?
CC(C)(C)c1ccc2c(c1)OC(C(=O)N/N=C\c1ccncc1)CO2 (stereo not given)	99	-28	91	?
COC(=O)N/N=C/c1cccc([N+](=O)[O-])c1	104	-19	97	?
O=C(CN1C(=O)COc2ccc(S(=O)(=O)N3CCCC3)cc21)N1CCCC1	93	-32	90	?

Sorted by length of the SMILES (high to low): some entries from above
RGS8-Gao	Mcl1 Bid PPI	RGS4-Gao reg	RGS7-Gao reg	Structure
104	-21	103	?	O=C(COC(=O)/C=C/c1cn(-c2ccccc2)nc1-c1ccc2c(c1)OCCO2)NC1CCS(=O)(=O)C1 (stereo not given)
97	-46	95	?	CCc1ccc2[nH]c(C(=O)Nc3ccc4c(c3)OCO4)cc2c1
96	-87	89	?	Cc1ccc(/C(O)=C/c2nc3ccccc3oc2=O)cc1

The listing continues.
RGS8-Gao	Mcl1 Bid PPI	RGS4-Gao reg	RGS7-Gao reg	Structure
100	-106	102	?	COC(=O)CCC(=O)OC1(C)C(=O)C=C2C=C(C3CC3)N(C3CC3)C=C2C1=O (stereo not given)
107	-4	107	?	CC(C)(C)OC(=O)N1CCCN(C(=O)Nc2ccc(C(F)(F)F)cc2)CC1
100	-31	97	?	Cc1ccc(NC(=O)c2ccc(=O)[nH]c2)cc1S(=O)(=O)N1CCCCC1
105	-5	106	?	O=C(NCc1ccccc1)c1ccc2nc(N3CCOCC3)sc2c1
100	-59	103	?	CN1CCN(C(=S)NC(=O)c2ccc(Br)cc2)CC1
99	-7	101	?	N/C(=N\O)c1ccc([N+](=O)[O-])s1
102	6	102	?	Cc1sc2ncn(/N=C/c3ccco3)c(=O)c2c1C
101	-8	105	?	Cc1nc(-c2ccccc2)c(Cc2ccccc2O)c(=O)[nH]1
99	-19	102	?	CC(C)(C)OC(=O)N1CCC[C@H]1c1nnc(SCc2cccc(Cl)c2)o1
104	-22	108	?	O=S(=O)(NCc1c(Cl)cccc1Oc1ccccc1)c1ccc(F)cc1
86	15	95	?	Cc1ccc(NNC(=O)Nc2ccc(Cl)cc2)nn1
101	-4	99	?	Cn1nc(C(F)(F)F)c2cc(C(=O)Nc3ccc(F)cc3)sc21
5.2*	2	-38*	?	CCOC(=O)N1CN(C(=O)OCC)CN(C(=O)OCC)C1
100	-30	96	?	COCCCNc1nc2nonc2nc1NCCSC
100	-23	103	?	COc1ccc2cc3c(N)nn(C(=O)c4cccc(F)c4)c3nc2c1
103	2	103	?	COc1ccccc1/C=N/NC(=O)c1ccc(CN2C(=O)c3cccc4cccc2c34)cc1
94	-102	92	?	CCN(CC)C(=O)CC(c1ccc(N(C)C)cc1)c1c(OC)cc(OC)c2ccc(=O)oc12 (stereo not given)
97	-24	99	?	CN1CCN(c2nc3c(c(=O)n(C)c(=O)n3C)n2CCSc2nnnn2-c2ccccc2)CC1
102	-82	102	?	COc1cc(OC)c2c(-c3ccccc3)cc(=O)oc2c1C(CC(=O)N1CCN(c2ccccc2)CC1)c1ccc2c(c1)OCO2 (stereo not given)
100	-73	106	?	CCC(=Nc1ccccc1)C1=C(O)CCCC1=O
106	-27	102	?	COc1ccc2nc(NC(=O)c3sc4nc(C)cc(C)c4c3N)sc2c1
60	-109	43*	?	COCCCNC(=O)c1ccc2c3c(onc13)-c1ccccc1C2=O
98	-11	102	?	CC(C)COP(=O)(OCC(C)C)C(Nc1ccccc1)c1ccccc1 (stereo not given)
97	-13	99	?	Cc1ccc(SCC(=O)N2CCN(c3ccccn3)CC2)cc1
102	12	109	?	Cn1nccc1-c1cc(Cl)cc(Cl)c1O
106	-20	103	?	O=C(NNS(=O)(=O)c1ccccc1Cl)c1nn(-c2ccc(F)cc2)ccc1=O
95	-42	96	?	C[n+]1cccc2cccc([O-])c21
98	-39	100	?	CCOC(=O)c1c(NC(=O)Cn2nc(C(=O)O)c3ccccc3c2=O)sc2c1CCC(C)C2 (stereo not given)
107	-26	106	?	N#C/C(C(=O)NCc1ccccc1)=C1/N=C(NC(=O)c2ccco2)c2ccccc21
100	-34	100	?	O=C1Nc2ccccc2/C1=N\N1CCOCC1
99	-54	98	?	O=C(NCCCN1CCCC1=O)[C@H](CSCc1ccccc1)N1Cc2ccccc2C1=O
100	-8	105	?	COc1ccccc1OCC(=O)N/N=C1\CCCCc2ccccc21
103	-10	104	?	Cc1c(Cl)cccc1S(=O)(=O)Nc1ccnn1C
103	-33	102	?	O=C(CC1C(=O)NCCN1Cc1ccc(Cl)c(F)c1)NCC1CCOCC1 (stereo not given)
105	-12	110	?	COc1ccc(/C(C)=N/NC(=O)C(NC(=O)c2ccccc2)c2n[nH]c(=O)c3ccccc23)c(OC)c1 (stereo not given)
104	-12	106	?	CN(C)CCNc1ncnc2c1sc1nc(N3CCCC3)c3c(c12)CC(C)(C)OC3
103	-6	108	?	Cc1nc(-c2ccccc2OC(F)(F)F)[nH]c(=O)c1Cl
103	-13	103	?	CCCN1CCC(NCc2cn(C)nc2-c2ccc(Oc3ccccc3)cc2)CC1
97	-33	97	?	CCC1=C(OC(=O)N(CC)CC)N2C(=O)OC(=NCC(=O)OC)[C@]2(C)[C@H]2C1=CC[C@H]1C(=O)N(CC)C(=O)[C@H]12
101	-72	101	?	N#C/C(=C\c1ccc(O)cc1)c1nc2ccccc2o1
104	-5	104	?	COc1ccc(NC2=NC(C)(CO)CS2)cc1 (stereo not given)
101	-60	102	?	COc1ccc(NC(=O)CCN2C(=O)c3ccncc3C2=O)cc1OC
103	-11	105	?	CCCNC(=O)C1CC(c2ccc(C(F)(F)F)cc2)=NO1 (stereo not given)
104	-23	104	?	O=C(c1ccc2c(=O)n3c(nc2c1)CCCCC3)N1CCc2ccccc21
104	4	104	?	O=C(O)CC(NNC(=O)c1ccccc1)C(=O)Nc1cccc([N+](=O)[O-])c1 (stereo not given)
102	-12	97	?	Cc1cc(C(=O)Nc2ccc(N3CCOCC3)c(Cl)c2)c(C)o1
100	-1	100	?	CC(=O)N/C(=C\c1ccc(Cl)cc1)C(=O)O
101	-9	98	?	c1ccc(CN(Cc2ccccc2)c2ncnc3c2nnn3Cc2ccccc2)cc1
101	-76	100	?	Cc1[nH]nc2c1C(c1c[nH]c3ccccc13)C(C#N)=C(N)O2 (stereo not given)
103	8	100	?	CC(/C=C1\SC(=Nc2cccnc2)NC1=O)=C\c1ccccc1
94	-56	89	?	S=c1[nH]c2cc3c(cc2[nH]1)OCCO3
97	-15	94	?	CCOC(=O)c1c(C)n(C)c2cc([N+](=O)[O-])c(O)c([N+](=O)[O-])c12
104	23	103	?	CCN(CC)CCSc1nc2ccc(OC)cc2[nH]1
98	-39	94	?	CCn1cc(C(=O)O)c(=O)c2cnc(N3CCN(C(=S)Nc4ccccc4)CC3)nc21
104	-3	100	?	COC(=O)c1cc(C(=O)OCC(=O)Nc2cc(C)on2)cc([N+](=O)[O-])c1
104	-16	103	?	CCOC(=O)C1(C(F)(F)F)N=C(c2ccccc2F)OC(N(C)C)=N1 (stereo not given)
95	-172	98	.	Cc1cc(=O)[nH]c(N/N=C/c2cc(C)n(CC(F)(F)F)c2C)n1
104	-43	102	?	Oc1[nH]c2ccccc2c1N=Nc1nncc2ccccc12
103	-36	101	?	CCc1ccc(/C=N\n2cnnc2)cc1
98	-8	98	?	Cc1cc(/C=N/NS(=O)(=O)c2ccc(F)c(Cl)c2)no1

The list continues:
RGS8-Gao	Mcl1 Bid PPI	RGS4-Gao reg	RGS7-Gao reg	Structure
101	2	102	?	COC(=O)c1ccccc1NC(=S)N(C)C
102	-16	101	?	Nc1nc(Nc2cccc(Cl)c2)nc(NCCO)c1[N+](=O)[O-]
100	8	101	?	COC(=O)c1sccc1NC(=O)CC1C(=O)NCCN1C(=O)c1ccc(C)c(C)c1 (stereo not given)
96	-37	90	?	Cn1c(=O)[nH]c(=O)c2c1nc(N/N=C/c1ccncc1)n2Cc1ccc(F)cc1
100	-64	97	?	COc1ccc(NC(=O)c2ccc(NC(=O)CSc3nccc(=O)[nH]3)cc2)cc1
102	-85	103	?	C/C=N/N(c1ccccc1)c1ccccc1
98	-42	95	?	COC(=O)C1=C(C(=O)OC)[C@@H]2N(C)c3ccccc3[C@@]23C[C@@H](C(=O)OC)N(C(=O)c2ccc(Br)cc2)C3=N1
102	56*	101	?	COc1cccc2sc(/N=C/N(C)C)nc12
100	3	100	?	COc1ccc(-c2csc(NC(=S)NC(=O)c3cccs3)n2)cc1Br
